TCR act: activates T cell receptor signaling; primary human leukocytes, anti-CD3, IL-2 HTRF, 48 h; Potency, µM (series often up to 9.22 µM), for the others: top-dose activation of IL-2 secretion, hits mostly activators; 330,000 tested, under 10 active; further: % of control where 0% means no effect
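TCR engagement came from a-CD3 beads alone, with compounds added to primary human leukocytes for 48 hr. Secreted IL-2 bridged europium cryptate- and d2-labelled anti-IL-2 antibodies, giving FRET emission at 665nm after 320nm excitation.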
Integrin act MD: integrin-mediated muscular dystrophy alleviation activation; alpha7betagal myoblasts, beta-gal FDG fluorescence, 48 h; Potency, µM (top dose mostly 38.3 µM), without a hit: top-dose activation, most hits filed as activators; 350,000 tested, 0.064% active;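 further: potency means the concentration at half of the fitted maximal effect; 100% = response of the positive control SU9516; nearly all actives have a fitted effect of over 60% in size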
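Alpha7betagal+/- myoblasts (passage 13) were plated 16-24 hr, then exposed to compounds (1:260 dilution of DMSO stock) for 48 hours at 37C. After MPER lysis, β-galactosidase reporter activity was read as FDG fluorescence (ex 480/em 540) after 30 minutes.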
MLL CXXC-DNA inh: MLL CXXC-DNA interaction inhibition. Potency, µM (highest dose often 115 µM), for the others: at the highest dose activity change, negative = inhibition, usual class: inhibitors. 290,000 tested, 0.037% active. MLL-CXXC / FITC-HOXA9 DNA fluorescence polarization. Q03164; active means well fitted inhibition curve with a large enough effect in the polarisation, with a control signal flat, not every such curve was filed as active; inconclusive means small, poorly fitted or top-dose-only effect, or effect the other way, or a change in a side signal; inactive means no such curve, though single readings can be large or run the other way; the % refers to the polarisation; further: potency means the concentration at half of the fitted maximal effect
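Fluorescence polarization: 7 uM MLL-CXXC (stock) preincubated 5 min with compounds, then 50 nM fluorescein-HOX-A9 DNA (stock) added; 30 min ambient. Buffer 50 mM Tris-HCl pH 7.5, 50 mM NaCl, 1 mM DTT, 0.05% BSA.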
TSHR antagonist: blocks TSH signaling through the human TSH receptor; activity change, negative = inhibition, % at 11.5 µM; 330,000 tested, 0.2% active; TSHR-expressing cells, TSH-stimulated cAMP HTRF, 2 h; hits give low values; P16473;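 active means activity change below a set negative limit, meaning inhibition stronger than a set level, cut at about -70% in these data; inconclusive means activity change between two set negative limits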; further: on the % scale 0 is the no-effect control and ±100 the full control effect
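TSHR-expressing cells, 200/well, pre-treated with compound, then stimulated with EC80 TSH (4nM final) for 2 hours at 37 deg C. cAMP measured by competitive HTRF: anti-cAMP cryptate antibody in lysis buffer plus cAMP-d2, read after 30 minutes at room temperature.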
S-ASM inh: inhibitors of human secretory acid sphingomyelinase. placental ASM, HMU-PC fluorogenic substrate, 60 min. Potency, µM (doses to about 57.5 µM), for the others: top-dose activity change, negative = inhibition, most hits filed as inhibitors. 340,000 tested, 0.006% active. AID 504937; further: potency means the concentration at half of the fitted maximal effect
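qHTS format. ASM enzyme prepared from human placenta hydrolyses the fluorogenic substrate HMU-PC0 (9 uM final) over 60 min at 37 °C after a 10 min compound preincubation.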
Mito fusion yeast: blocks mitochondrial division or promotes mitochondrial fusion; 320,000 tested, 0.23% active; Potency, µM (titrated, usually from 46.1 µM), inactives show at the top dose growth rescue (activation), actives largely listed as activators; AID 485298; S. cerevisiae fusion-defective mutant growth rescue, CellTiterGlo 48 h;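 further: potency means the concentration at half of the fitted maximal effect; % of control where 0% means no effect; nearly all actives have a fitted effect of over 45% in size; temperature-sensitive fusion mutants such as fzo1-1 at 37 °C on non-fermentable ethanol glycerol medium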
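Luminescent cell viability in 1536-well qHTS format served as the measure of rescued growth in ts fusion-mutant S. cerevisiae cultured on non-fermentable YPEG for 48 hours at 37C.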
MBNL1 CUG block: MBNL1-poly(CUG) RNA binding inhibition. TR-FRET MBNL1-His/biotin-(CUG)12 binding, 665/545 ratio. Potency, µM (doses to about 57.5 µM), for inactives: at the highest dose activity change, negative = inhibition, actives largely listed as inhibitors. 280,000 tested, 0.036% active. AID 2675; active means well fitted inhibition curve with a large enough effect in the signal ratio, with a control signal flat, not every such curve was filed as active; inconclusive means small, poorly fitted or top-dose-only effect, or effect the other way, or a change in a side signal; inactive means no such curve, though single readings can be large or run the other way; the % refers to the signal ratio; further: potency means the concentration at half of the fitted maximal effect; on the % scale 0 is the no-effect control and ±100 the full control effect
Target sequence (Q9NR56 whole entry, looked up): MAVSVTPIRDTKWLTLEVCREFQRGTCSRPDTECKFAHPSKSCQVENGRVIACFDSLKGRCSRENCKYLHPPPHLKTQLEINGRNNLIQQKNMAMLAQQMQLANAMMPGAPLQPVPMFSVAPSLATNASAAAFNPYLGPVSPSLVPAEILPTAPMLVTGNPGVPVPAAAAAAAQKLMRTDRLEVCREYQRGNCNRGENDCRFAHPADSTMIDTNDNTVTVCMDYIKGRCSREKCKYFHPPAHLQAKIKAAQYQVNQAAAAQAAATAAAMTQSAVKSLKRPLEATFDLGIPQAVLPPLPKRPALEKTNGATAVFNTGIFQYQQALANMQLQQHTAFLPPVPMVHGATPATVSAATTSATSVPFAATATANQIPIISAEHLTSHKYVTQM
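Ratiometric TR-FRET (665 over 545 nm, excitation 340 nm) tracks disruption of MBNL1-His/biotin-(CUG)12 complex after 60 min at room temperature, with compounds at 92 nM to 58 uM final.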
Menin-MLL TR inh: inhibitors of human menin-MLL interaction, mutant MLL peptide; O00255; Menin + Texas Red MLL mutant peptide, fluorescence polarization; Potency, µM (doses to about 61.6 µM), without a hit: top-dose FP activity change, negative = inhibition, most hits filed as inhibitors; 270,000 tested, 0.23% active; active means well fitted inhibition curve with a large enough effect in the polarisation, with a control signal flat, not every such curve was filed as active; inconclusive means small, poorly fitted or top-dose-only effect, or effect the other way, or a change in a side signal; inactive means no such curve, though single readings can be large or run the other way; the % refers to the polarisation; further: potency means the concentration at half of the fitted maximal effect; % of control where 0% means no effect; many of its hits are not listed in these tables
Target sequence (O00255 whole entry, looked up): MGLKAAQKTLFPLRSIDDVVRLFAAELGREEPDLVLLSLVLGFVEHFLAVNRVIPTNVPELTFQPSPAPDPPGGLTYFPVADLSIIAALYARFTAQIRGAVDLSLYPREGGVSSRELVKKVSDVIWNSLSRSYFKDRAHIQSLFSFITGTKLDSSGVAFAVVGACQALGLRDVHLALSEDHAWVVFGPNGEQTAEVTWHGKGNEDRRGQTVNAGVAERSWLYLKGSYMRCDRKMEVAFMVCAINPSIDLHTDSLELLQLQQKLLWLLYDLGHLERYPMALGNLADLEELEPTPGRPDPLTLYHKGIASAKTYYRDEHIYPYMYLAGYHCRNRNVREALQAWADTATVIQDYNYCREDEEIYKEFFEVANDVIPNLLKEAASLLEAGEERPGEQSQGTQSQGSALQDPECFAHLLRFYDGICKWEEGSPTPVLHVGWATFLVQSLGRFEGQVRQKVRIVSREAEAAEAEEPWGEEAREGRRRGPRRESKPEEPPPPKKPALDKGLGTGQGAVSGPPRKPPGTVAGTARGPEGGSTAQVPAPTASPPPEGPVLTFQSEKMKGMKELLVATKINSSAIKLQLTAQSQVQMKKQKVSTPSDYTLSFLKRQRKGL
A-T KAP1 phos: potential ataxia-telangiectasia treatment; 320,000 tested, 0.19% active; AID 485349; […] A-T fibroblasts, KAP-1 phosphorylation AlphaLISA; neocarzinostatin DNA damage 30 min before lysis; Potency, µM (top dose mostly 57.5 µM), for inactives: at the highest dose activation, usual class: activators; further: potency means the concentration at half of the fitted maximal effect; % of control where 0% means no effect; nearly all actives have a fitted effect of over 45% in size
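hTERT-immortalized A-T patient fibroblasts ([…]), 500 cells/well in OPTI-MEM, 1% FBS, got compounds for 60 min, then NCS for 30 min at 37C. Lysates were then assayed for phospho-KAP-1 by AlphaLISA (anti-pKAP1 donor, anti-KAP1 acceptor beads), 6 hr at 25C.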
TSG101-PTAP inh: blocks PTAP/TSG101 interaction to inhibit HIV-1 budding; Fluorescence polarization, FITC-PTAP peptide / Tsg101 binding; Potency, µM (titrated, usually from 115 µM), for the others: at the top dose activity change, negative = inhibition, usual class: inhibitors; 340,000 tested, under 10 active; Q99816; AID 493005; active means well fitted inhibition curve with a large enough effect in the main read-out, with a control signal flat, not every such curve was filed as active; inconclusive means small, poorly fitted or top-dose-only effect, or effect the other way, or a change in a side signal; inactive means no such curve, though single readings can be large or run the other way; further: potency means the concentration at half of the fitted maximal effect; % of control where 0% means no effect
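FP read-out: FITC-PTAP peptide, 50 nM final, binding Tsg101 binding domain, 10 uM final; 20 min, r.t.; 10 mM HEPES pH 7.5, 0.15 M NaCl, 0.01% Tween 20, 3 mM EDTA, 0.1 mM TCEP.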
Numbers without * were called inactive; ? = inconclusive; nt = no result given; [ ] = another dose, or the depositor's remark. Unless noted, the call rests on the fitted dose curve; in most records, active means well fitted curve in the direction sought with a large enough effect; inconclusive means small, poorly fitted or top-dose-only effect, or another doubt; inactive means no such curve, though single readings can be large; an effect the other way counts as inactive or inconclusive. This is a subset; the hit share may differ from the screen's.

SMILES	TCR act	Integrin act MD	MLL CXXC-DNA inh	TSHR antagonist	S-ASM inh	Mito fusion yeast	MBNL1 CUG block	Menin-MLL TR inh	A-T KAP1 phos	TSG101-PTAP inh
CCN(CC)S(=O)(=O)c1cc(NC(=O)CCNC(=O)c2ccccc2Cl)ccc1C	-8%[46.1 µM]	0%	0%	-11	1%	-5%	nt	-2%	-3%	-9%
COc1ccc(NC(C)=O)cc1C#N	4%	?	-16%	5	0%	0%	-10%	4%	-1%	-3%
CCN(C(=O)COC(=O)C1CC1)c1c(N)n(Cc2ccccc2)c(=O)[nH]c1=O	-2%	0%	nt	5	7%	0%	nt	nt	2%	-1%
O=C(COC(=O)CCSc1ccccc1)Nc1ccccc1Br	nt	-15%	nt	nt	-1%	nt	nt	nt	4%	0%
Cc1[nH]c2ccc(-c3n[nH]c(=S)n3C)cc2c1C	1%	?	18%	5	-1%	-1%	-3%	1%	-1%	-3%
CC(=O)Nc1ccc(Nc2nc3ccccc3nc2NS(=O)(=O)c2ccc(Cl)c([N+](=O)[O-])c2)cc1	5%	11%	nt	nt	-11%	nt	nt	nt	nt	-12%
COc1cccc(OC)c1OCCCCN1CCCC1	2%	-11%	2%	-1	1%	0%	0%	20%	3%	1%
COc1cccc(CNc2ccc(C(=O)O)cc2)c1OCc1ccccc1	1%	18%	2%	-22	1%	4%	-22%	?	3%	-2%
Cc1noc(C)c1COc1ccc(C(=O)NCC(c2c(F)cccc2Cl)N(C)C)cc1 (stereo not drawn)	0%	-24%	nt	13	-3%	-2%	nt	nt	-1%	-2%
COCCN(C(=O)c1ccco1)c1nnc(-c2ccc(OC)cc2)s1	4%	-7%	6%	-14	-6%	-3%	-4%	-13%	2%	-5%
O=c1oc2ccc(Cl)cc2cc1-c1nnc(Nc2cccc(C(F)(F)F)c2)s1	2%	9%	10%	-4	0%	-2%	-6%	12%	10%	-6%
C/C(=N\NC(=O)COc1ccc(C)cc1C(C)C)c1cc2ccccc2o1	-4%[46.1 µM]	32%	8%	25	-19%	-4%	-2%	7%	4%	0%
Cc1ccc(C)c(NC(=O)CN(C)C(=O)CSC(C)C(=O)Nc2cc(C)on2)c1 (stereo not drawn)	0%	-2%	-6%	14	4%	1%	-4%	nt	22%	-2%
CC(C)N(C(=O)C[n+]1ccc(/C=N/O)cc1)C(C)C	-1%[46.1 µM]	-12%	18%	10	-1%	-6%	?	-4%	-9%	-8%
CCNC(=S)N1CCN(CCN2C(=O)c3cccc4cccc(c34)C2=O)CC1	23%	-1%	5%	-15	-1%	?	?	5%	-2%	0%
C/C(=N\NC(=O)c1ccoc1C)c1ccc(Cl)s1	0%	-25%	31%[activator]	4	-1%	4%	9%	0%	-6%	0%
COc1cccc(C(=O)NC2CCCc3ccccc32)c1OC (stereo not drawn)	4%	17%	13%	3	5%	10%	-4%	-7%	0%	1%
Cc1ccc(S(=O)(=O)N2CCOC23CCN(C(=O)C(=O)NCc2ccccc2)CC3)cc1	-3%	-10%	nt	0	-2%	6%	nt	nt	5%	-2%
CC(C)CC(c1nnnn1C1CCCCC1)N1CCN(C(=O)c2ccco2)CC1 (stereo not drawn)	0%	-90%[inhibitor]	-7%	3	-2%	10%	-1%	nt	-1%	-2%
COc1cc(OC)cc(C(=O)NCC(=O)OCC(=O)N2c3ccccc3NC(=O)C2(C)C)c1	0%	-24%	-1%	-8	4%	3%	0%	3%	4%	-1%
Cc1ccc(C(=O)N/N=C\c2ccc(-c3ccc(Cl)cc3)o2)cn1	7%	21%	3%	-10	83%[activator]	-7%	nt	nt	9%	0%
CC(=O)N1CCc2c(sc(NC(=O)C3CCCN3S(=O)(=O)c3cccs3)c2C#N)C1 (stereo not drawn)	4%	27%	nt	0	19%	0%	nt	nt	4%	-4%
Fc1ccc(CSc2ccc(-c3cccs3)nn2)cc1	-5%[46.1 µM]	9%	-7%	6	0%	4%	1%	-28%	23%	-1%
CCOc1ccc(N2CC(C(=O)Nc3cc(Cl)ccc3-n3cncn3)CC2=O)cc1 (stereo not drawn)	-1%	22%	nt	3	4%	-2%	nt	nt	-2%	-2%
OC(CN(Cc1ccccc1)Cc1ccccc1)c1ccccc1 (stereo not drawn)	7%	3%	nt	nt	4%	nt	nt	nt	nt	-2%

(list continues)
SMILES	TCR act	Integrin act MD	MLL CXXC-DNA inh	TSHR antagonist	S-ASM inh	Mito fusion yeast	MBNL1 CUG block	Menin-MLL TR inh	A-T KAP1 phos	TSG101-PTAP inh
O=C(O)CCC(=O)Nc1cccc(-c2csc(-c3ccccc3)n2)c1	3%	20%	11%	17	0%	-3%	36%[activator]	12%	5%	-4%
COc1cccc(CN(C)S(=O)(=O)c2ccccc2Br)c1	-1%[46.1 µM]	-20%	nt	-26	0%	nt	nt	nt	11%	0%
CC(C)(C)N1C(=O)c2ccccc2NC(=O)N1Cc1ccccc1	-5%	7%	-6%	-22	-1%	-1%	-1%	-16%	-2%	-4%
COc1ccccc1C(=O)COC(=O)c1ccc(-n2cnnn2)cc1	-4%	27%	nt	1	-2%	3%	nt	nt	18%	-2%
COc1ccc(CCNC(=O)c2ccc(NC(=O)CC3SC(N4CCCC4)=NC3=O)cc2)cc1 (stereo not drawn)	-4%	0%	nt	8	0%	5%	nt	nt	-1%	-2%
O=C(COC(=O)c1cc(Br)ccc1O)c1ccc(F)cc1	-1%[46.1 µM]	22%	nt	-18	-1%	nt	nt	nt	27%	-7%
COc1ccccc1NS(=O)(=O)c1cccc(C(=O)NCC2(N(C)C)CCCCC2)c1	-9%	-22%	nt	4	-3%	-3%	nt	nt	2%	-1%
NC(=NCCc1ccccc1)NS(=O)(=O)c1ccccc1	-1%[46.1 µM]	5%	-1%	19	4%	0%	-7%	-4%	-1%	-1%
COc1cc(-c2nnc(-c3ccc(N4CCOCC4)cc3)o2)cc(OC)c1OC	2%	1%	-4%	-3	285%[activator]	0%	2%	-6%	1%	1%
Cc1ccc(NC(=S)N2CCCC(c3nc4ccc(C)cc4[nH]3)C2)c(C)c1 (stereo not drawn)	9%	?	-1%	21	-3%	-5%	2%	-17%	4%	-3%
CCN1CCN(c2nc3ccccc3nc2C(C#N)S(=O)(=O)c2ccc(C)cc2)CC1 (stereo not drawn)	2%	-44%[inhibitor]	0%	2	1%	-3%	22%	-4%	1%	-3%
COCCn1c(SCC(=O)N2CCCCC2)nc2c(c1=O)SCC2	3%	-13%	-3%	4	0%	1%	5%	nt	-1%	1%
Cc1[nH]c2ccccc2c1/C=N/NC(=O)c1cccc(F)c1	-1%	25%	7%	-5	-3%	4%	1%	?	0%	0%
CCC1CCc2sc(C(=O)NCC(c3ccc(OC)cc3)N3CCCC3)cc2C1 (stereo not drawn)	0%	-56%[inhibitor]	nt	-2	0%	8%	nt	nt	1%	-1%
COc1cc(/C=N/N=C2/C(=O)Nc3ccccc32)ccc1O	-2%	-31%	6%	-4	-5%	-1%	nt	2%	-8%	-1%
COc1ccc(OC)c(NC(=O)c2ccc(OCC(=O)N3CCOCC3)c(OC)c2)c1	1%	-26%	nt	-5	-1%	3%	nt	nt	4%	-2%

Complete entries as entered above. Order of values: TCR act, Integrin act MD, MLL CXXC-DNA inh, TSHR antagonist, S-ASM inh, Mito fusion yeast, MBNL1 CUG block, Menin-MLL TR inh, A-T KAP1 phos, TSG101-PTAP inh
`COc1ccc(OC)c(NC(=O)c2ccc(OCC(=O)N3CCOCC3)c(OC)c2)c1` across the screens: 1%, -26%, nt, -5, -1%, 3%, nt, nt, 4%, -2%
`COc1cc(/C=N/N=C2/C(=O)Nc3ccccc32)ccc1O` across the screens: -2%, -31%, 6%, -4, -5%, -1%, nt, 2%, -8%, -1%
`COc1ccccc1C(=O)COC(=O)c1ccc(-n2cnnn2)cc1` across the screens: -4%, 27%, nt, 1, -2%, 3%, nt, nt, 18%, -2%
`COc1ccccc1NS(=O)(=O)c1cccc(C(=O)NCC2(N(C)C)CCCCC2)c1` across the screens: -9%, -22%, nt, 4, -3%, -3%, nt, nt, 2%, -1%
`Cc1[nH]c2ccccc2c1/C=N/NC(=O)c1cccc(F)c1` across the screens: -1%, 25%, 7%, -5, -3%, 4%, 1%, ?, 0%, 0%

Assay outcomes as filed in PubChem.
